Compound activity from PubChem.
ERAP1 HTS inh: human ERAP1 aminopeptidase inhibitors, primary screen, biochemical, single point, plate reader | inhibition, % at 10.7 µM | 340,000 tested, 0.15% active | recombinant ERAP1, Leu-AMC fluorescence, 60 min | Endoplasmic reticulum aminopeptidase 1 (Homo sapiens), Q9NZ08;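 active = mean replicate inhibition of at least 30%, or all replicates individually reaching that 30% level; inactive = mean below 30% and not every replicate reaching it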;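 note: 0% = neutral control wells and 100% = L-leucinethiol positive control wells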
Target sequence (Q9NZ08 whole entry, looked up): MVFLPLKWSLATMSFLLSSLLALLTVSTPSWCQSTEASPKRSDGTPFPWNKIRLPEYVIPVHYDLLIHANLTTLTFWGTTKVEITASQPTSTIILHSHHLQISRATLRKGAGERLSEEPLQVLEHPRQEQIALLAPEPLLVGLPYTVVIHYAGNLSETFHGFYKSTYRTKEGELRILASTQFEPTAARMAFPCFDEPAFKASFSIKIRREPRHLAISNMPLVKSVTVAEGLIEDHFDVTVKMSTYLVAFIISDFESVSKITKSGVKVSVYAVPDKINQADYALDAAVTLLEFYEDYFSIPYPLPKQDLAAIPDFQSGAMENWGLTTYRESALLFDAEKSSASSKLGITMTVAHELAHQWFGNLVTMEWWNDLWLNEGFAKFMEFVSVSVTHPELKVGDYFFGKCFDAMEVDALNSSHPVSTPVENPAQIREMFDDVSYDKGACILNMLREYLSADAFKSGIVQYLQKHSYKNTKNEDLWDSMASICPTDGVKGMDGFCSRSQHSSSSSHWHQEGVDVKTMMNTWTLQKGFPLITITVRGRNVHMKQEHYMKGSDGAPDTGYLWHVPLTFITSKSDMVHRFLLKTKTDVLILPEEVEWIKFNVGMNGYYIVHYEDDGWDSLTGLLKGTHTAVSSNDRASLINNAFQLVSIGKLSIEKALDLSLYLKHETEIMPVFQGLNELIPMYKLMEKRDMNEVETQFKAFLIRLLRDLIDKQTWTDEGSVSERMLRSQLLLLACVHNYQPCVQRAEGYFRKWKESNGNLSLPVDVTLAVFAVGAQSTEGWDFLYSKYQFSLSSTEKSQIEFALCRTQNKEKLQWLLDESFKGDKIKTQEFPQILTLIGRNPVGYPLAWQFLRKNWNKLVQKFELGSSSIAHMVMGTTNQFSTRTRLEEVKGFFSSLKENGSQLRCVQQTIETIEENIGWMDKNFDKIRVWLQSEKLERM
EWS-Fli inh: EWS/Fli-driven NR0B1 reporter inhibitors, primary screen, A673 cells, NR0B1 luciferase, luminescence, MLPCN library; viability-normalised; inhibition, % at 12.6 µM; 350,000 tested, 0.67% active; AID 651661, 2012;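 active = mean inhibition of at least 50% after viability correction, with every replicate also passing that limit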;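 note: firefly luciferase signal divided by Alamar Blue viability fluorescence both relative to DMSO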
LGR2 inh: inhibitors of bursicon-induced LGR2 CRE-luciferase signal, primary screen, cell-based, HEK293, CRE-luciferase reporter, bursicon stimulation | Drosophila bursicon receptor LGR2 (rickets) | bursicon-stimulated, 4 h | inhibition, % at 9.99 µM | 380,000 tested, 0.35% active;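 active = drop in luminescence signal, shown as inhibition above about 50% in the replicate tests, limit read from the data, passing the limit was not always enough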;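 note: agonist challenge used bursicon conditioned medium at about half maximal strength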
PglD DTNB: C. jejuni PglD acetyltransferase inhibitors, primary screen, biochemical, DTNB colorimetric, single point; purified PglD enzyme, DTNB colorimetric CoA detection; inhibition, % at 12.5 µM; 360,000 tested, 0.098% active; AID 602405, 2012; in the data active = inhibition above about 16%, passing the limit was not always enough; note: strong numbers were not always called active
PGC1a acetyl inh: inhibitors of PGC1a acetylation signal, primary screen, cell-based, U2OS, AlphaScreen, inhibitor mode; AlphaScreen anti-acetyl-lysine; with virally co-expressed GCN5 acetyltransferase; inhibition, % at 15.6 µM; 350,000 tested, 0.17% active; AID 651687, 2012;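 active = every replicate shows inhibition of at least 40%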;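 note: 0% = neutral control wells and 100% = positive control wells; some results beyond the cut were filed as inactive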
S100A4 MyoIIA: inhibitors of S100A4-myosin IIA peptide binding, primary screen, biochemical, fluorescence polarization, TAMRA-MyoIIA peptide. AID 652163, 2013. inhibition, % at 10.7 µM. 360,000 tested, 0.14% active;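 active = mean inhibition of at least 70% across replicates, with every replicate also reaching that level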
Target sequence (P26447 whole entry, looked up): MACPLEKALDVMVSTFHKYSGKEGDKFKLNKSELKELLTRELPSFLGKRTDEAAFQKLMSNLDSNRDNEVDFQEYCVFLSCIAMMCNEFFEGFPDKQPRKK
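Compound dosing: one dose per compound; test system: human S100A4 monomer with TAMRA-labelled myosin IIA peptide; probe or stimulus: TAMRA-labelled myosin IIA heavy-chain peptide probe, 5 nM; medium: HEPES buffer with Ca2+, pH 7.2; schedule: 5 min incubation before reading; benchmarks: neutral control DMSO, positive control TFP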
FN deposition inh: inhibitors of fibronectin matrix deposition, primary screen, AH1F cells, Alexa488-fibronectin fluorescence, plate reader. AH1F fibroblasts, overnight. inhibition, % at 12.6 µM. 350,000 tested, 0.086% active. AID 743247, 2014;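 active = mean inhibition across replicates of 30% or more, regardless of how many single replicates reach that level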;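 note: positive control wells lacked labelled fibronectin entirely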
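Material – AH1F fibroblast monolayer, labelled fibronectin deposition · Reagent – labelled fibronectin 24 nM · Timing – 1 h adhesion, overnight exposure · Measured by – fluorescence at 485 nm excitation, 525 nm emission · Read-out – inhibition of fibronectin deposition signal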
PAX8 inh HTS: inhibitors of PAX8-driven TPO luciferase reporter, primary screen, RMG-I cells, single concentration | SteadyGlo, 24 h | inhibition, % at 12.6 µM | 360,000 tested, 1.2% active | AID 652154, 2013;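 active = mean replicate inhibition at least 60% with every replicate also reaching 60%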;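 note: luciferase light reporting Pax8 driven TPO promoter activity; plate controls were median of neutral control wells for no effect and mitoxantrone controls for full effect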
The depositor's hits bear a star; . = not tested or not shown. Rows are unselected; overall some 2.1% were active at least once.

No.	SMILES	ERAP1 HTS inh	EWS-Fli inh	LGR2 inh	PglD DTNB
1	CCCC1CC(=O)OC1(C)C(=O)CSc1n[nH]c(-c2ccccc2)n1 (stereo not given)	1	6	-9	.
2	O=C(CC1C(=O)NCCN1C1CCCC1)NCc1cccc(OC(F)(F)F)c1 (stereo not given)	-3	-5	-2	-5
3	COc1ccc(OC)c(NC(=O)C2(C)CCN2C(=O)C(C)(C)c2ccccc2)c1 (stereo not given)	-3	1	-1	-2
4	Cn1cc(CN2CCC(n3nccc3NC(=O)C3CCCC3)CC2)cn1	-3	-2	-36	2
5	CSc1ncc(C(=O)Nc2cccc(Cl)c2)c(C)n1	3	-5	-11	9
6	CCC(=O)Nc1ccc2c(c1)C(=O)N(C)C[C@H](OC)[C@@H](C)CN(C(=O)c1ccccn1)[C@@H](C)CO2	2	0	-11	-2
7	O=C(C[C@@H]1C[C@H]2c3cc(NC(=O)CC4CC4)ccc3O[C@H]2[C@H](CO)O1)NCc1ccccn1	2	3	-9	2
8	CC(=O)Nc1ccc(NC(=O)C(C)OC(=O)CNS(=O)(=O)/C=C/c2ccc(C)cc2)cc1 (stereo not given)	3	1	11	1
9	CCCc1c(C(=O)N/N=C/C(C)=C/c2ccccc2)nnn1-c1nonc1N	0	-4	6	-4
10	Cc1cccc(CN2CCN(C3CN(Cc4ccc([N+](=O)[O-])cc4)S(=O)(=O)C3)CC2)c1 (stereo not given)	.	6	-4	5
11	CSCCC(NC(=O)c1ccco1)C(=O)NNC(=O)c1n[nH]c(=O)c2ccccc12 (stereo not given)	4	2	-6	-4
12	CCCCc1cc(=O)oc2cc(OCC(=O)NCCN3CCOCC3)ccc12	4	4	13	-1
13	CCOc1ccc(-n2c(SCC(=O)NC)nnc2-c2ccco2)cc1	-1	0	2	1
14	COC(=O)CC/C(O)=C1\C(=O)CC(C)(C)CC1=NCc1nc2ccccc2[nH]1	-1	9	-4	-2
15	CCOC(=O)N1CCC(N2CCCC(C(=O)c3cccc(OC(C)C)c3)C2)CC1 (stereo not given)	3	12	-10	-10

No.	PGC1a acetyl inh	S100A4 MyoIIA	FN deposition inh	PAX8 inh HTS
1	.	-7	.	.
2	.	-1	0	4
3	5	-8	12	9
4	3	12	5	5
5	.	-6	.	-9
6	-12	15	-12	3
7	-6	-12	-10	-5
8	0	-4	-3	-8
9	-14	1	3	-12
10	-1	-4	.	9
11	4	-3	-1	8
12	-4	5	-1	-13
13	.	-2	-1	8
14	-8	-2	-11	4
15	-1	-2	-7	0

Ordered by the number under PglD DTNB (rising): 3 of the compounds above.
nr | canonical_smiles | PglD DTNB
11 | CSCCC(NC(=O)c1ccco1)C(=O)NNC(=O)c1n[nH]c(=O)c2ccccc12 (stereo not given) | -4
3 | COc1ccc(OC)c(NC(=O)C2(C)CCN2C(=O)C(C)(C)c2ccccc2)c1 (stereo not given) | -2
8 | CC(=O)Nc1ccc(NC(=O)C(C)OC(=O)CNS(=O)(=O)/C=C/c2ccc(C)cc2)cc1 (stereo not given) | 1

Three structures already listed, ordered by formula weight, descending:
No.	SMILES	ERAP1 HTS inh	EWS-Fli inh	LGR2 inh	PglD DTNB
7	O=C(C[C@@H]1C[C@H]2c3cc(NC(=O)CC4CC4)ccc3O[C@H]2[C@H](CO)O1)NCc1ccccn1	2	3	-9	2
10	Cc1cccc(CN2CCN(C3CN(Cc4ccc([N+](=O)[O-])cc4)S(=O)(=O)C3)CC2)c1 (stereo not given)	.	6	-4	5
3	COc1ccc(OC)c(NC(=O)C2(C)CCN2C(=O)C(C)(C)c2ccccc2)c1 (stereo not given)	-3	1	-1	-2

No.	PGC1a acetyl inh	S100A4 MyoIIA	FN deposition inh	PAX8 inh HTS
7	-6	-12	-10	-5
10	-1	-4	.	9
3	5	-8	12	9

Later entries
No.	SMILES	ERAP1 HTS inh	EWS-Fli inh	LGR2 inh	PglD DTNB
16	COc1ccccc1C1NC(=O)NC(C)=C1C(=O)OC1CCCC(C)C1 (stereo not given)	-1	15	11	2
17	CC(=O)Nc1cnc(-c2cccc(C(=O)N(C)C)c2)cn1	4	-29	-21	-3
18	S=C1NC[C@H](Cc2ccccc2)N1CC1CCN(CCCCc2ccccc2)CC1	-2	17	-6	0
19	COc1cccc(CN2CCC(n3nccc3NC(=O)CCOc3ccccc3)CC2)c1	0	4	-7	-1
20	CCOc1ccc(/C=C/C(=O)Nc2ccc3[nH]c(=O)[nH]c3c2)cc1	.	.	7	16
21	Cn1c(N)c(C(C[N+](=O)[O-])c2c(F)cccc2Cl)c(=O)n(C)c1=O (stereo not given)	-2	12	20	-2
22	O=C(Nc1nnc(S(=O)(=O)N2CCOCC2)s1)c1ccccc1F	-1	.	-7	5
23	Cc1c(C(=O)Nc2cnccn2)oc2ccccc12	0	-10	-48	-3
24	Clc1ccc(C2CC(c3ccccc3)Nc3ncnn32)cc1 (stereo not given)	0	0	6	0
25	C/C(Cn1nnc([N+](=O)[O-])n1)=N\NC(=O)c1ccccc1	6	12	13	3
26	COc1ccc(NC(=O)Nc2cccc3c2O[C@H](CN(C)S(=O)(=O)c2ccc(Cl)cc2)[C@@H](C)CN([C@H](C)CO)C3=O)cc1	-2	-8	17	6
27	O=C(COc1ccc(F)cc1Cl)N1CCN(C(=O)c2cccs2)CC1	0	0	-4	-8
28	CC=Cc1ccc2n(c1=O)C[C@@H]1[C@@H](CO)[C@H](C(=O)NCCCN(C)C)[C@H]2N1C(=O)c1ccccc1F (mixture of isomers)	3	6	10	-4
29	CC(C)=CCC[C@](C)(O)C1CC[C@]2(C)C1C(O)CC1[C@@]3(C)CCC(O)C(C)(C)C3C(O[C@@H]3OC(CO)C(O)C(O)C3O[C@@H]3OC(C)C(O)C(O)C3O)C[C@]12C (stereo not given in full)	-5	-4	-10	-4
30	CCC(C)[C@H](NC(=O)NCCCn1ccnc1)C(=O)OC (stereo not given in full)	0	2	0	5

No.	PGC1a acetyl inh	S100A4 MyoIIA	FN deposition inh	PAX8 inh HTS
16	-16	-1	-2	6
17	12	-5	5	.
18	4	3	9	6
19	3	-2	-12	8
20	7	.	-2	-8
21	-6	5	8	9
22	-1	2	1	-10
23	-6	-3	.	.
24	.	-2	-18	-20
25	3	3	.	.
26	2	15	.	-7
27	2	2	9	8
28	.	-13	.	.
29	.	-3	-4	7
30	1	1	1	-4

The list continues:
No.	SMILES	ERAP1 HTS inh	EWS-Fli inh	LGR2 inh	PglD DTNB
31	Cc1cccc(OCC(=O)Nc2ccc3c(c2)OCCO3)c1	.	.	.	0
32	Cc1ccc(S(=O)(=O)N2[C@@H](c3ccc(C#N)cc3)C(C(=O)O)=C[C@H]2C(C)(C)C)cc1	0	-32	4	0
33	CCOC(=O)c1ccc2[nH]c3c(c2c1)CCCCC3=O	-3	-35	-18	0
34	CCOC(=O)C(N)CSC1CC(=O)N(CCc2ccccc2)C1=O (stereo not given)	4	12	1	-5
35	COc1ccccc1CCC(=O)NNC(=O)c1ccncc1	0	0	-2	0
36	CN(C)S(=O)(=O)c1cccc(NC(=O)CCNC(=O)Nc2ccccc2)c1	-5	-4	-1	.
37	CC(C)CNC(=O)c1ccc2c(c1)C(=O)N(Cc1ccco1)C2=O	-3	10	2	-6
38	Cc1ccc2cc(CN(c3cccc(C)c3C)S(=O)(=O)c3ccccc3)c(=O)[nH]c2c1	3	-2	-9	-3
39	CCOc1cccc(C(=O)Nc2cccc(-c3nnc(-c4ccccc4)o3)c2)c1	0	-24	0	-8
40	Cn1c(=O)oc2cc(S(=O)(=O)N3CCCC(C(=O)Nc4ccc5c(c4)OCCO5)C3)ccc21 (stereo not given)	3	1	-14	3
41	CCCC(=O)Nc1ccc2c(c1)C(=O)N(C)[C@@H]1CC[C@H](CC(=O)NCC3CC3)O[C@H]1CO2	3	1	-3	4
42	Cc1noc(C)c1NC(=O)N(C)C[C@@H]1Oc2ccc(NC(=O)Nc3ccc(C(F)(F)F)cc3)cc2CC(=O)N([C@H](C)CO)C[C@H]1C	-5	-5	14	1
43	C[C@@H]1CN([C@@H](C)CO)S(=O)(=O)c2ccc(-c3cccc(C(=O)N(C)C)c3)cc2O[C@H]1CN(C)C(=O)Nc1ccccc1	4	-9	8	2
44	CN(C)/C=C/C(=O)c1ccc([N+](=O)[O-])c(CS(=O)(=O)c2ccccc2)c1	6	-5	0	-7
45	OC(c1ccccc1)(c1ccccc1)C1CCN(CCCOc2ccc(C(F)(F)F)cc2)CC1	-1	18	107*	.

No.	PGC1a acetyl inh	S100A4 MyoIIA	FN deposition inh	PAX8 inh HTS
31	1	.	0	-133
32	-1	-6	-1	7
33	3	0	.	.
34	5	-7	0	4
35	4	1	2	.
36	2	-3	1	1
37	3	3	0	-15
38	2	0	-3	36
39	5	0	.	.
40	-21	2	0	-8
41	2	3	4	-4
42	3	5	.	-27
43	9	1	.	-31
44	-8	4	-1	25
45	.	0	10	27

A few values from above.
S100A4 MyoIIA with CCOC(=O)C(N)CSC1CC(=O)N(CCc2ccccc2)C1=O (stereo not given) = -7
EWS-Fli inh with OC(c1ccccc1)(c1ccccc1)C1CCN(CCCOc2ccc(C(F)(F)F)cc2)CC1 = 18

The list continues.
No.	SMILES	ERAP1 HTS inh	EWS-Fli inh	LGR2 inh	PglD DTNB
46	O=C(O)c1ccc(S(=O)(=O)NC2CCCCCC2)cc1	3	-4	7	-2
47	CCN(CC)CCCC(C)n1c(C)cc(C(=O)NS(=O)(=O)c2ccc(C)cc2)c1C (stereo not given)	-5	-5	-9	2
48	c1ccc2nc3ccccc3nc2c1	1	-14	.	1
49	O=S(=O)(c1ccc(Cl)nc1)N1CCCCC1	4	-4	-2	3
50	COc1ccccc1CC(=O)Nc1cc(OC)c(NC(=O)c2ccccc2)cc1OC	-2	7	0	-8
51	COc1ccc(C(CNC(=O)c2ccc(Cl)c(S(=O)(=O)N3CCCC3)c2)N2CCCC2)cc1 (stereo not given)	-1	-2	9	-2
52	NC(=O)COc1ccc(C(=O)NCC2(N3CCOCC3)CCCCC2)cc1	0	-5	18	1
53	N#C[C@H]1[C@@H](c2ccccc2)[C@H](CO)N1S(=O)(=O)c1ccc(-c2ccccc2)cc1	0	0	9	3
54	CCOc1cccc(C=NNc2ccc(S(=O)(=O)Nc3ccccc3C(=O)O)cc2[N+](=O)[O-])c1O	-33	-2	5	0
55	O=C(Nc1cc2c(cc1Br)OCCO2)c1ccc(=O)[nH]c1	1	-1	2	-1
56	Cc1nc(C(=O)N/N=C/c2[nH]ncc2Br)cs1	2	-10	-11	.

No.	PGC1a acetyl inh	S100A4 MyoIIA	FN deposition inh	PAX8 inh HTS
46	-3	26	-1	8
47	-1	0	-4	-8
48	-3	-12	.	.
49	7	1	0	10
50	.	-3	-2	13
51	9	-4	14	3
52	6	4	8	3
53	-2	-35	2	-3
54	16	4	6	9
55	1	1	3	-7
56	.	3	5	-48
